Source: PubChem BioAssay
Rab2 wt GTP = changes GTP binding to wildtype dog Rab2A, up or down; GST-Rab2 wt beads, Bodipy-GTP binding, flow cytometry; GTP binding activity, % at 10 µM; hit rate 0.19% among 190,000; AID 760;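 active = GTP binding activity at least 20 points away from 100%, either lowered or raised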;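 also: 0% = beads with excess unlabeled GTP and 100% = no-compound control corrected for plate trend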
Rac1 act GTP bind = alters GTP binding to activated mutant human Rac1. GST-Rac1 activated beads, fluorescent GTP binding, flow cytometry; actives lie on both sides; 100% means binding = to untreated wells. percent activity (GTP binding), % at 10 µM. hit rate 0.11% among 190,000;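 active = GTP binding at least 20 percentage points away from the 100% baseline, in either direction, so actives lie on both sides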
Rac1 wt modul = modulators of human Rac1 wildtype GTP binding. P63000. GST-Rac1 beads, fluorescent GTP binding, flow cytometry; actives lie on both sides; 0 = cold GTP competed, 100 = untreated. GTP binding activity (% of control), % at 10 µM. hit rate 0.27% among 190,000. AID 757;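 active = GTP binding activity at least 20 points away from the 100% control level, either lower or higher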
ABCG2 block = inhibitors of human ABCG2 transporter, ABCB1 counter-screen; inhibition, % at 6.6 µM; IgMXP3 cells, JC-1 efflux, flow cytometry; hit rate 0.1% among 190,000; Q9UNQ0;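 active = inhibition above 80%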;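 also: 0% = DMSO and 100% = nicardipine control wells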
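Test system: IgMXP3 (ABCG2) plus far-red-tagged CCRF-Adr (ABCB1) cells / Amount: 3 million cells/mL in well / Reagent: JC-1 transporter substrate / Timing: 10 min compound exposure, 25 °C / Signal: flow cytometry, 530 nm JC-1 signal / Read-out: percent efflux inhibition, scaled nicardipine 100% to DMSO 0% / Benchmarks: nicardipine as high control, DMSO as low control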
ABCB1 inh = blocks JC-1 efflux by human ABCB1 transporter | P08183 | CCRF-Adr cells, flow cytometry | inhibition, % at 6.6 µM | hit rate 0.067% among 190,000 | AID 1326; in the data active = inhibition above about 40%;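 also: 0% = vehicle and 100% = reference inhibitor; higher value means more JC-1 retained so stronger ABCB1 efflux block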
Target sequence (P08183 whole entry, looked up): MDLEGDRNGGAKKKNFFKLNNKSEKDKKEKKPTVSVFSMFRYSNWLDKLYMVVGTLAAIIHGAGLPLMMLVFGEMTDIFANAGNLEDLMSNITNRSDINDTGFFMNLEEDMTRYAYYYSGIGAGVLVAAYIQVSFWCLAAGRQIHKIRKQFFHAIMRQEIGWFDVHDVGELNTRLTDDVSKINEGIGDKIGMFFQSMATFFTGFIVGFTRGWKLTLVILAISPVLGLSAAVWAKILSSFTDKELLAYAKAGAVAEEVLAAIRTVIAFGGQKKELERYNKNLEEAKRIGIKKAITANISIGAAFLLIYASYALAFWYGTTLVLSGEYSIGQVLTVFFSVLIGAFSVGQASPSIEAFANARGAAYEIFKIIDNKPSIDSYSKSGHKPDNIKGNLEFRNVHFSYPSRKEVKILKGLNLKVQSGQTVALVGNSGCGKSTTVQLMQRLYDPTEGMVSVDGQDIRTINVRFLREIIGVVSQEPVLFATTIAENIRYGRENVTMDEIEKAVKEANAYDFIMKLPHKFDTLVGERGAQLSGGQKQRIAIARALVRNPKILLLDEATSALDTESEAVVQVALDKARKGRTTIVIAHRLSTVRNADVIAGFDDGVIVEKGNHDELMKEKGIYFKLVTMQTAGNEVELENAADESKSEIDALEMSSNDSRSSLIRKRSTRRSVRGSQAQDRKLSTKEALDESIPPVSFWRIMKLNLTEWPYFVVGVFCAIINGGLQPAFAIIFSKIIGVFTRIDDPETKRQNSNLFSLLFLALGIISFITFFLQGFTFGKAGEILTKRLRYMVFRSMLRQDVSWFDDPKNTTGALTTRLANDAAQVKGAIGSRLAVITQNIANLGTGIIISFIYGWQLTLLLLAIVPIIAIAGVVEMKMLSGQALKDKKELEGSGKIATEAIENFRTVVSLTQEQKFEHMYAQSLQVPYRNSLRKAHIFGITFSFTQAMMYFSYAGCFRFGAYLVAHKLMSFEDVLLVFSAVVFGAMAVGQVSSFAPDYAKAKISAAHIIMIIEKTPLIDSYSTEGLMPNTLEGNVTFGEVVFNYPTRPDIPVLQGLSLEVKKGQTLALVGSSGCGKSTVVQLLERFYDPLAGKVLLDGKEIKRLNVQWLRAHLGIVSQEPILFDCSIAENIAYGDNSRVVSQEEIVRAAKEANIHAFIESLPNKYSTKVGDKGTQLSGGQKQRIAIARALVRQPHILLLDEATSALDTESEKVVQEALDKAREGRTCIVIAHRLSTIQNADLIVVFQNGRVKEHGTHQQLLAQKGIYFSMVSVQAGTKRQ
Avidin fluor = compound fluoresces at 488/530 nm on avidin beads. compound fluorescence 488/530 nm, flow cytometry; hits give high values. fluorescence (KMESF) at 10 µM. hit rate 0.38% among 220,000; in the data active = fluorescence above about 47; also: inactives centre near 10
Mcl1-Noxa inh = Mcl-1/Noxa interaction inhibition | Q07820 | TR-FRET Mcl-1/Noxa peptide binding, 2 h | inhibition, % at 21.7 µM | hit rate 1.5% among 220,000 | AID 1022;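 active = compounds that cut the protein-peptide binding signal by more than 50% relative to plate controls in a single-dose test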;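 also: His-tagged Mcl-1 with rhodamine Noxa BH3 peptide and terbium anti-His antibody; 0% = Mcl-1 plus Noxa peptide wells and 100% = peptide-only wells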
Pf gamet viab = kills late stage P. falciparum gametocytes. P. falciparum stage V gametocytes, ATP luminescence, 24 h. inhibition, % at 10.9 µM. hit rate 0.065% among 150,000;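 active = inhibition above the mean plus 3 SD of compounds within the control limits, set per campaign, cut at about 38% in these data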;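 also: 0% = DMSO wells and 100% = medium only without gametocytes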
Cdc42 wt GTP = modulators (inhibitors or activators) of GTP binding to human Cdc42 wildtype. hit rate 0.2% among 190,000. P60953. GST-Cdc42 beads, Bodipy-GTP binding, flow cytometry; actives lie on both sides. percent activity (GTP binding), % at 10 µM;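 active = percent activity GTP binding at least 20 points away from the 100% baseline, either down as inhibitor or up as activator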;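 also: median bead fluorescence of bound Bodipy-FL-GTP at 100 nM; 0% = excess unlabeled GTP control and 100% = no compound control; below 100% means less GTP binding so inhibitor and above means activator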
HRas wt GTP = human HRas wildtype GTP binding, change in either direction; P01112; GST-Ras wt beads, Bodipy-FL-GTP binding, flow cytometry; actives lie on both sides; GTP binding activity, % at 10 µM; hit rate 0.14% among 190,000;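 active = GTP binding activity at least 20% away from the 100% baseline, either lowered as inhibitor or raised as activator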;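 also: 0% = unlabeled GTP competition control and 100% = no-compound control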
Rab7 wt GTP bind = modulators of GTP binding to dog Rab7 wildtype GTPase. AID 758. GST-Rab7 beads, fluorescent GTP binding, flow cytometry; actives lie on both sides; untreated = 100%, excess cold GTP = 0%. hit rate 0.055% among 190,000. GTP binding activity (percent of control), % at 10 µM;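 active = fluorescent GTP binding to Rab7 beads changed by at least 20 points from the 100% baseline, either direction, mostly lower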;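 also: median green fluorescence of bound Bodipy-FL-GTP per Rab7 bead population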
Active calls of the source: *; x = no result given; + = active, no number. Rows are unselected. About 2.3% of those tested had a hit in this group.

SMILES	Rab2 wt GTP	Rac1 act GTP bind	Rac1 wt modul	ABCG2 block	ABCB1 inh	Avidin fluor	Mcl1-Noxa inh	Pf gamet viab	Cdc42 wt GTP	HRas wt GTP	Rab7 wt GTP bind
CCOc1cccc(OCCCNCCCOC)c1	102.0	100.0	101.0	4.2	0.9	8	8.7	x	101.0	103.0	105.0
Cc1ccc(-n2nc3ccc(NC(=O)c4ccc5c(c4)OCO5)cc3n2)cc1	98.0	96.0	97.0	-1.0	-0.2	9	26.9	-28.4	100.0	99.0	97.0
O=C(NCC(=O)N1CCN(S(=O)(=O)/C=C/c2ccccc2)CC1)c1ccccc1F	97.0	97.0	97.0	0.9	1.0	20	17.0	-14.9	96.0	96.0	101.0
N/C(=N\OC(=O)c1ccc(Cl)cc1)c1cccnc1	101.0	98.0	104.0	0.4	-0.1	7	10.3	11.6	102.0	102.0	102.0
Cc1ccc(C(C(=O)NC2CCCCC2)N(C(=O)c2csnn2)C2CCCC2)o1 (centres undefined)	99.0	97.0	101.0	1.4	3.2	6	16.9	x	99.0	97.0	99.0
O=C(OCC(O)C(O)COC(=O)c1ccccc1)c1ccccc1 (centres undefined)	98.0	96.0	98.0	4.9	0.2	9	-16.1	5.8	99.0	99.0	97.0
CCC(=O)Nc1cc2c(C)cc(=O)oc2cc1C	104.0	104.0	107.0	1.3	0.1	8	5.1	x	103.0	104.0	100.0
COc1cc(C(=O)NCCC(=O)NCCN2CCOCC2)cc(OC)c1OC	102.0	100.0	106.0	4.3	0.5	23	2.0	x	104.0	102.0	104.0
O=C(COC(=O)/C=C/c1ccc([N+](=O)[O-])cc1)NCC1CCCO1 (centres undefined)	100.0	96.0	97.0	13.7	1.7	13	-4.5	-28.0	98.0	98.0	104.0
Cc1cccc(C(=O)N=c2c(C#N)cc3c(=O)n4cccc(C)c4nc3n2Cc2ccco2)c1	95.0	98.0	96.0	36.4	3.1	12	86.1*	-25.1	98.0	97.0	96.0

Brought forward from above: 2 compounds, then new ones.
SMILES	Rab2 wt GTP	Rac1 act GTP bind	Rac1 wt modul	ABCG2 block	ABCB1 inh	Avidin fluor	Mcl1-Noxa inh	Pf gamet viab	Cdc42 wt GTP	HRas wt GTP	Rab7 wt GTP bind
O=C(COC(=O)/C=C/c1ccc([N+](=O)[O-])cc1)NCC1CCCO1 (centres undefined)	100.0	96.0	97.0	13.7	1.7	13	-4.5	-28.0	98.0	98.0	104.0
Cc1cccc(C(=O)N=c2c(C#N)cc3c(=O)n4cccc(C)c4nc3n2Cc2ccco2)c1	95.0	98.0	96.0	36.4	3.1	12	86.1*	-25.1	98.0	97.0	96.0
COc1ccc(N2CCN(CC(=O)NC(=O)NCc3ccco3)CC2)cc1	100.0	99.0	105.0	9.2	1.3	7	8.2	-16.5	102.0	100.0	100.0
Cc1cccc(NC(=O)CC23CC4CC(C2)CC(n2nnc(C)n2)(C4)C3)c1	103.0	104.0	108.0	18.4	3.7	10	-2.2	-11.1	103.0	104.0	102.0
CCN(CC)C(=O)CSc1nnc(CCN)o1	102.0	102.0	108.0	10.9	0.9	32	9.6	x	105.0	102.0	100.0
O=C1C2C3C=CC(C3)C2C(=O)N1c1ccncc1 (centres undefined)	101.0	99.0	98.0	1.1	0.3	10	-30.3	x	98.0	100.0	103.0
O=C(NCc1ccco1)C(C(=O)c1ccc(F)cc1)n1ccccc1=O (centres undefined)	99.0	97.0	102.0	3.9	0.7	5	-11.8	2.4	99.0	100.0	100.0
Cc1c(C(=O)c2ccccc2)c2ccccn2c1CCc1ccccn1	97.0	94.0	97.0	16.5	2.2	10	18.9	19.6	94.0	96.0	103.0
Cc1ccc(Nc2nc(CSc3nnc(-c4ccc(F)cc4)n3C)cs2)cc1	97.0	97.0	95.0	4.6	1.2	10	21.0	x	96.0	97.0	98.0
O=C(c1ccncc1)c1nccn1-c1ccccn1	98.0	96.0	102.0	1.4	0.1	5	0.1	x	100.0	98.0	96.0
COc1ccc(CCNC(=O)c2c(C)noc2C)cc1	102.0	100.0	105.0	0.8	0.2	9	7.4	-25.6	101.0	99.0	104.0
COc1cc2c(C(=O)N3CCN(c4cccc(Cl)c4)CC3)cn(C)c(=O)c2cc1OC	88.0	93.0	88.0	3.2	0.4	1	16.5	x	88.0	88.0	91.0
CCO[C@@H]1OC(C(=O)N2CCN(Cc3ccccc3)CC2)=C[C@H](c2coc3ccccc3c2=O)[C@H]1CCCO	96.0	97.0	97.0	0.6	-0.1	6	-2.9	x	98.0	96.0	93.0
Cc1occc1C(=O)NCCc1ccc(Cl)cc1	102.0	97.0	104.0	14.3	0.2	13	2.5	-2.3	97.0	102.0	103.0
Cc1ccc(NC(=O)COC(=O)CCC(=O)c2ccc(C(C)(C)C)cc2)c([N+](=O)[O-])c1	98.0	97.0	96.0	1.7	0.6	3	-2.5	x	101.0	99.0	96.0
CCc1ccc2c(c1)C(c1cccs1)=NNC(c1cccnc1)=N2	100.0	94.0	99.0	21.4	-1.6	17	5.2	-12.9	96.0	97.0	99.0
O=c1[nH]c(C2CCCN(S(=O)(=O)c3ccc(F)cc3)C2)nc2c1nnn2Cc1ccccc1 (centres undefined)	103.0	99.0	109.0	2.3	0.3	10	-7.6	x	102.0	104.0	101.0
O=C(NCCc1cccs1)C1CC(c2ccc([N+](=O)[O-])cc2)=NO1 (centres undefined)	99.0	98.0	101.0	-0.5	0.0	19	-0.1	x	100.0	98.0	97.0
NS(=O)(=O)c1ccc(CCNC2CC(=O)N(Cc3ccccc3)C2=O)cc1 (centres undefined)	102.0	100.0	99.0	1.0	0.1	19	17.9	x	101.0	102.0	98.0
O=C(NCC1CCCO1)C1CC(c2ccccc2Cl)=NO1 (centres undefined)	107.0	100.0	101.0	3.4	0.8	12	-15.2	13.4	107.0	106.0	101.0
COc1ccc(NC(=O)c2ccc(S(=O)(=O)N(C)C)cc2)cc1	95.0	96.0	96.0	3.3	0.3	2	-0.2	-13.0	95.0	97.0	93.0
O=C(COC(=O)c1ccc(Cl)nc1)Nc1ccc2c(c1)OCO2	100.0	98.0	101.0	3.9	-0.1	10	28.3	-7.7	99.0	99.0	101.0
Cc1cc(C)c(S(=O)(=O)n2ccc3ccccc32)c(C)c1	104.0	94.0	98.0	-0.4	0.1	17	10.7	x	101.0	102.0	106.0
CN1C(=O)Cc2cc(S(=O)(=O)NCc3cccs3)ccc21	93.0	93.0	90.0	-1.0	-0.8	10	-1.6	10.4	95.0	90.0	90.0
CC(NS(=O)(=O)c1ccc(OCC(=O)Nc2cccc([N+](=O)[O-])c2)cc1)c1ccccc1 (centres undefined)	97.0	97.0	103.0	18.0	2.5	9	10.3	-20.7	100.0	97.0	102.0
COC(=O)CSc1nnc(CSc2nc(C)cc(C)n2)o1	99.0	96.0	107.0	4.8	0.8	6	5.8	-4.9	99.0	101.0	96.0
Cc1noc(C)c1N=Nc1ccc(Br)cc1C(=O)O	95.0	90.0	95.0	4.0	0.4	7	6.3	-23.1	92.0	96.0	103.0
COc1cccc(/C=C/C(=O)Nc2ccccc2N2CCOCC2)c1	51.0*	50.0*	48.0*	0.6	1.6	5	2.0	2.0	54.0*	53.0*	23.0*
CN(C)CCCNC(=O)/C=C/c1ccc(OCc2c(F)cccc2Cl)cc1	96.0	94.0	99.0	0.8	0.1	11	10.2	18.8	101.0	98.0	98.0
CCN1/C(=C/c2ccc3cc(C)ccc3[n+]2CC)Sc2ccccc21	97.0	101.0	102.0	+	x	11	-17.4	5.2	100.0	97.0	95.0
Cc1oc2c(cc(NS(=O)(=O)c3ccc4c5c(cccc35)C(=O)N4)c3ccccc32)c1C(=O)OC(C)C	96.0	93.0	97.0	-1.4	-0.2	8	49.1	-4.0	98.0	97.0	96.0
FC(F)(F)c1cnc(-c2cnc(-c3cccnc3)nc2)c(Cl)c1	97.0	98.0	100.0	1.4	0.2	12	7.5	-9.4	97.0	96.0	99.0
O=[N+]([O-])c1ccc(C(=S)N2CCN(Cc3ccccc3)CC2)cc1	96.0	93.0	96.0	1.9	0.6	12	-17.0	x	96.0	96.0	94.0
CCOC(=O)C1CCN(C(=O)Cn2cc(C(=O)OC)c3ccccc32)CC1	93.0	95.0	96.0	1.0	0.8	10	-4.3	7.8	93.0	94.0	90.0
O=C(Cc1ncc(C(F)(F)F)cc1Cl)NC1CC1	100.0	95.0	97.0	1.5	0.5	9	-10.2	-0.3	100.0	97.0	94.0
COCCCN1CCN(C2Cc3ccccc3Sc3ccc(Cl)cc32)CC1 (centres undefined)	98.0	98.0	102.0	4.1	8.9	5	40.1	x	99.0	97.0	97.0
O=C(Cc1csc(Nc2nc(=S)[nH]c3ccccc23)n1)NCCCN1CCN(c2ccccc2F)CC1	85.0	93.0	84.0	3.3	-0.1	x	18.2	16.0	83.0	86.0	98.0
CCCn1nc2cc(C(=O)NCCCCc3ccccc3)ccc2c1OCC	102.0	99.0	103.0	3.3	0.8	52*	-17.6	-6.9	107.0	104.0	105.0
N#Cc1cccc(NC(=O)c2nc(-c3ccccc3)n(-c3ccccc3)n2)c1	101.0	96.0	98.0	4.6	0.8	23	15.3	x	101.0	101.0	103.0
CC1=CC(C)(C)N(S(=O)(=O)c2ccc(F)cc2)c2ccccc21	102.0	100.0	104.0	3.1	0.6	8	15.5	x	103.0	102.0	102.0
O=C(Oc1cccc2cccnc12)c1ccc(N2C(=O)C3C4CCC(C4)C3C2=O)cc1 (centres undefined)	101.0	100.0	105.0	4.5	1.6	14	-1.6	17.6	104.0	100.0	102.0
CCc1nnc(NC(=O)CSc2ccc(-c3ccccc3OC)nn2)s1	93.0	94.0	97.0	1.2	0.3	29	-15.4	-3.0	92.0	94.0	96.0
Cc1nnc2sc(-c3ccco3)nn12	92.0	93.0	92.0	0.3	-0.2	17	3.9	x	95.0	95.0	93.0
COc1cccc(OC)c1C(=O)Nc1ccc(N2CCN(S(C)(=O)=O)CC2)cc1	93.0	92.0	90.0	2.0	0.1	8	x	x	94.0	93.0	92.0
COC(=O)c1ccc(N2CCOCC2)c(F)c1	98.0	96.0	99.0	0.8	0.2	6	0.5	9.9	99.0	101.0	99.0
CCN(CC)C(c1ccc(F)cc1)c1nnnn1CC1CCCO1 (centres undefined)	105.0	99.0	109.0	6.7	0.7	9	9.4	x	106.0	105.0	106.0
CC(CNC(=S)Nc1cc(F)cc(F)c1)CSc1ccc(Cl)cc1 (centres undefined)	95.0	94.0	102.0	2.8	0.4	9	24.7	6.7	96.0	97.0	96.0
COc1cc(Cl)c(C)cc1NC(=O)COC(=O)c1cnc(C)cn1	102.0	100.0	105.0	2.9	0.4	34	-5.0	x	105.0	102.0	100.0
